# Assay outcomes (PubChem)
# KDM5B inh: inhibitors of human KDM5B histone demethylase | Q9UGL1 | KDM5B demethylase, FDH-coupled NADH fluorescence (FDH is formaldehyde dehydrogenase) | 220,000 compounds, 2.6% hits | AID 1347165 | Potency, µM (highest dose often 57.7 µM), without a hit: top-dose activity change, negative = inhibition, actives largely listed as inhibitors; active = well fitted inhibition curve with a large enough effect; inconclusive = small, poorly fitted or top-dose-only effect; inactive = no such curve, though single readings can be large or run the other way; note: 0% is about no effect; nearly all actives have a fitted effect of over 70% in size
# Target sequence (Q9UGL1 whole entry, looked up): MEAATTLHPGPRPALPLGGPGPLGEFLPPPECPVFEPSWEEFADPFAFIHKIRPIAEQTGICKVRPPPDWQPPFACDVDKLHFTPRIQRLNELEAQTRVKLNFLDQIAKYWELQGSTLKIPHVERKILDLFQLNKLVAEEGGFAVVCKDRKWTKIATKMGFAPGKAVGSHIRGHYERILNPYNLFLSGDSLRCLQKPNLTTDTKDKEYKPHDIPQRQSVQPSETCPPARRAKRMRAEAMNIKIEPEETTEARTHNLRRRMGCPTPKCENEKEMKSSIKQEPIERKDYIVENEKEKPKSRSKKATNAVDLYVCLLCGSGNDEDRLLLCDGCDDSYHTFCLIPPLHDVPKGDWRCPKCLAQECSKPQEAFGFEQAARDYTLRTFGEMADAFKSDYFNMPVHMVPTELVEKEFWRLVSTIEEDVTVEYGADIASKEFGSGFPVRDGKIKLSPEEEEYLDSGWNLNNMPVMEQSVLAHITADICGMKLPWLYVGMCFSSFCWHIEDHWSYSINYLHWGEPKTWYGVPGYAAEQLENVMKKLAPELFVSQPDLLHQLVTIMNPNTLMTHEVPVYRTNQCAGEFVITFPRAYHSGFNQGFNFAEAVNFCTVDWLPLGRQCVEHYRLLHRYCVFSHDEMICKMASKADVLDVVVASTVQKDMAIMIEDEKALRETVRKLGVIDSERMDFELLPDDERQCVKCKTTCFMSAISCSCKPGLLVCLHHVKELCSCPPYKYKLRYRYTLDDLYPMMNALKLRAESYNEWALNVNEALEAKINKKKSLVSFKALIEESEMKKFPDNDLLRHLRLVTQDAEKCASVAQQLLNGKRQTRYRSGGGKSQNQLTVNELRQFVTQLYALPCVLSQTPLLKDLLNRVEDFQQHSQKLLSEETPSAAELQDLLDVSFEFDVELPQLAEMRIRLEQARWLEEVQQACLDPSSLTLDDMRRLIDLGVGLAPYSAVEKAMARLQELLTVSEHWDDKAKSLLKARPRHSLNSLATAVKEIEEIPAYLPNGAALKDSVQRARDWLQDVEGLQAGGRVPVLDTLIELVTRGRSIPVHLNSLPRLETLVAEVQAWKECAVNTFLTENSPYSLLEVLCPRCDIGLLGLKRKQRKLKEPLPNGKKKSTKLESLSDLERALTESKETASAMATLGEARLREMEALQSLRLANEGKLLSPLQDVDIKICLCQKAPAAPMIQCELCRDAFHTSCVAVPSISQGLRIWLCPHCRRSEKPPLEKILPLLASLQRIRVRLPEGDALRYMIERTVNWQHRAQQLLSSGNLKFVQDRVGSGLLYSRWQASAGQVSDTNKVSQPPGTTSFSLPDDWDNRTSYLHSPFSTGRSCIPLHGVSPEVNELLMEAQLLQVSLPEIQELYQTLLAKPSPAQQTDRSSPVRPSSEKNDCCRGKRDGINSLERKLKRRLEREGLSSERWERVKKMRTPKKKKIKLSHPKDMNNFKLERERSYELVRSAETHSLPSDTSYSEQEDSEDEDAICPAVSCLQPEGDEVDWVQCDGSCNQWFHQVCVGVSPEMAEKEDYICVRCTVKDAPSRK
#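 Inhibition is measured as reduced NADH fluorescence generation from FDH coupling to formaldehyde release. Truncated KDM5BΔAP at 200 nM final acts on H3K4me3 peptide (12.5 µM in substrate mix) in pH 7.5 HEPES buffer with Tween-20, 30 min, room temperature.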
# Starred values were filed as active, the others as inactive; i = inactive; ? = inconclusive; [ ] = dose if it differs, or a comment. Potency is the fitted concentration of half-maximal effect. This is a subset. The share of hits here may be higher or lower than overall.
compound | KDM5B inh
Cc1csc(NC(=O)[C@@H]2CCC[C@@H](NCc3cccnc3)CN(C)C(=O)C2)n1 | -16%[86.2 µM]
Cc1ccc(C(=O)N2CCC3(CC2)CCN(Cc2cccs2)c2ccccc2O3)cc1 | ?
CCCCCCOc1ccc(C(=O)O)cc1Br | 20%
CCc1ccccc1N(CC)C(=O)c1cc2c(s1)-c1ccccc1OC2 | ?
CC(C)c1ccc(NC(=O)C2CCN(c3cc(C(F)(F)F)ncn3)CC2)cc1 | -27%
Cc1ccccc1OCCOC(=O)c1ccc2nccnc2c1 | -12%
O=C(c1c[nH]c2ncccc12)N1CCC(N2CCCC2)CC1 | -2%[86.2 µM]
Cc1cc(C)cc(-n2ccn3c(SCC(=O)c4ccc(Br)cc4)nnc3c2=O)c1 | 9%
CCOc1ccccc1C(=O)NC1CCN(c2cnn(C)c(=O)c2)CC1 | 31%
O=C([C@@H]1C[C@H](F)CN1C(=O)NCc1ccc(OC(F)(F)F)cc1)N1CCCCC1 | 16%
O=C(CSc1n[nH]c(=O)n1Cc1ccco1)Nc1ccccc1 | 9%
CN1[C@@H](CCC(=O)N2CCC(O)CC2)CNC(=O)[C@@H]2[C@H]1CCN2Cc1ccc(O)cc1 | -42%[86.2 µM]
COc1ccc(NC(=O)CSc2n[nH]c(-c3ccccc3)n2)cc1Cl | -25%
O=C1c2ccccc2C(=Cc2ccc(Cl)cc2)c2ccccc21 | -14%
CCCCn1c(N)c(N(CC)C(=O)c2ccc(C#N)cc2)c(=O)[nH]c1=O | -14%
c1coc(-c2nc(C3CCOC3)nn2C2Cc3ccccc3C2)c1 (stereo not given) | ?
COc1ccc(-c2nnc3n2CCN([S+](=O)([O-])c2ccccc2)C3)cc1 | -8%
Cc1cc(C)n(CCC(=O)NCCC2CCN(C(=O)Nc3ccccc3)CC2)n1 | -22%
CC(C)(C)c1ccc(C(=O)N2C[C@@H](CO)[C@H](c3ccncc3)C2)cc1 | 4%
CCOc1ccc(/C=C/C(N)=O)cc1 | -1%

# An excerpt from above in order of their number in KDM5B inh, lowest first:
compound | KDM5B inh
Cc1cc(C)n(CCC(=O)NCCC2CCN(C(=O)Nc3ccccc3)CC2)n1 | -22%
CCCCn1c(N)c(N(CC)C(=O)c2ccc(C#N)cc2)c(=O)[nH]c1=O | -14%
COc1ccc(-c2nnc3n2CCN([S+](=O)([O-])c2ccccc2)C3)cc1 | -8%

# Later entries.
compound | KDM5B inh
c1coc(-c2nnc([C@H]3CCN(C4CCOCC4)C3)o2)c1 | ?
Cc1nc(CN2C[C@H](C(=O)NCc3cccc(F)c3)C[C@@H]2c2ccc(F)cc2)cs1 | ?
CC(=O)NNC(=S)Nc1ccc(C(C)C)cc1 | 14%
COCCC(=O)N1CC(F)(F)C[C@H]1c1nc(-c2ccncc2)no1 | 5%
COCCn1c2c(c(=O)n1-c1ccccc1)CCN(C(=O)c1cc3ccccc3[nH]1)C2 | -9%[86.2 µM]
O=C(NCC1CCCO1)C1CC(=O)N(c2ccccc2)C1 (stereo not given) | 1%
CCN1CCSc2ccc(C(=O)NCc3ccc(OC(C)C)cc3)cc21 | ?
CCc1ccccc1NC(=O)CSc1nncn2c1cc1oc(C)cc12 | 8%
Cc1cc(C)cc(C(=O)NCc2nnc3cc(-c4nc(C5CC5)no4)ccn23)c1 | i
Cc1cc(S(=O)(=O)N2CCC(n3cnnc3C)CC2)ccc1F | -1%
COc1ccc(CNC(=O)Cn2c(=O)oc3cc(S(=O)(=O)N4CCCCCC4)ccc32)cc1 | -19%
O=C1NCCCCCN(C(=O)c2ccsc2)[C@H]2CCC[C@@H]12 | -9%
N#Cc1ccc(CN2C[C@@H]3C[C@H]2C(=O)Nc2ccccc2O3)cc1 | 9%[86.2 µM]
O=C(NC1CCCCCC1)c1ccccn1 | 4%
O=C(CCCc1nc2ccccc2s1)NC1CCCC1 | -1%
CC(C)CN1CCC(c2nc3ccc(F)cc3c(=O)[nH]2)CC1 | 4%[86.2 µM]
Cc1cc(OCC(=O)NCCc2nc3ccccc3[nH]2)cc(C)c1Cl | -14%
Cc1noc([C@H]2CCN(C(=O)NCc3ccc(F)cc3)C[C@H]2NC(=O)C2CC2)n1 | 11%
COc1ccc(C(=O)N2CCn3c(nnc3[C@@H]3C[C@@H](O)CN3C(C)C)C2)cn1 | ?
O=C(Nc1ccc2c(c1)CCC2)C1CCN(C(=O)c2ncn3c2COC(c2ccc(F)cc2)C3)CC1 (stereo not given) | 21%
COC[C@@H]1CN(Cc2cc(F)c(F)c(F)c2)C[C@H]1C(N)=O | 10%
Cc1ccc2c(=O)cc(C(=O)Nc3sc4c(c3C(N)=O)CCCC4)oc2c1 | 4%[11.5 µM]
CS(=O)(=O)N[C@@H]1[C@@H](NC(=O)c2scc3c2CCCC3)[C@H]2CCO[C@H]21 | 16%
CNC(=O)[C@@H]1CN(C(=O)Cn2ccnc2C)C[C@H]1c1nc(COC)no1 | -15%
CCCNC(=O)c1c(NC(=O)c2ccccc2)sc2c1CCC(C(C)(C)C)C2 (stereo not given) | -18%
Cc1nc(C2CC(O)C2)cc(N2CCN(c3nc4ccccc4s3)CC2)n1 (stereo not given) | 10%
O=C(O)CC12CC3CC(C1)CC(n1ncc(NCC4CCCO4)c(Cl)c1=O)(C3)C2 (stereo not given) | 0%
Cc1oc(-c2ccccc2)nc1CC(=O)Nc1ccc(N2CCCC2=O)c(Cl)c1 | -19%
CC(=O)c1c(C)[nH]c(C(=O)OC(C)c2nc(-c3ccccc3)no2)c1C (stereo not given) | -10%
CN(C)c1ccc(CN2CCOC[C@H]2c2ncc(-c3ccc(F)cc3)[nH]2)cc1 | -22%[86.2 µM]
CCOc1ccc(CC(=O)NCCc2csc3nc(-c4ccccc4F)nn23)cc1 | ?
COc1cncc(CN2CCC3(CC2)OC(=O)N(Cc2csc(C)n2)C3(C)c2ccccc2)c1 (stereo not given) | ?
Cc1cc(C(=O)N2CCn3nc(C(=O)Nc4ccccc4)cc3C2)cc(=O)[nH]1 | ?
CCOC(=O)c1ccc(NC2(c3ccccc3)C(=O)c3ccccc3C2=O)cc1 | ?
O=C(Cc1n[nH]c(=O)c2ccccc12)Nc1ccccc1O | -17%
COc1ccc(C2Cn3cnc(C(=O)N4CCC(C(=O)Nc5ccc(C)c(F)c5)CC4)c3CO2)cc1 (stereo not given) | -12%
COc1ccc(CNc2ncnc3c2c(-c2ccccc2)cn3-c2ccccc2)cc1 | ?
N#CCCN(C(=O)Cn1nc(C(=O)O)c2ccccc2c1=O)c1ccccc1 | -3%
O=C(Cn1c(=O)oc2cc(S(=O)(=O)N3CCCC3)ccc21)Nc1ccc(F)cc1F | ?
CCN1CCN(C(C)C(=O)NC2CCCCC2)CC1 (stereo not given) | ?
CCOc1ccc(NC(=O)c2cc(CN3CCCC3)on2)cc1 | -16%
Cc1cc(=O)[nH]c(CCNC(=O)c2ccc(C)c(N3CCNC3=O)c2)n1 | -23%
CCO[C@H]1C[C@@H](O)C12CCN(C(=O)c1cc3nc(C)cc(C)n3n1)CC2 | 28µM*
CC1(c2cccc3ccccc23)NC(=O)N(Cc2ncc(-c3ccccc3)o2)C1=O (stereo not given) | 9%
Cn1nc(C(F)(F)F)c(-c2ccc(Br)cc2)c1NC(=O)Nc1ccc(F)cc1F | 14%
CCN(C(=O)Cn1c(=O)n(-c2cc(OC)c(OC)c(OC)c2)c(=O)c2ccccc21)c1cccc(C)c1 | 24%
O=C(c1ccco1)N1CCN(C(=O)c2cnn(-c3cccc(F)c3)c2C2CCNCC2)CC1 | 3%
Cc1noc(C)c1S(=O)(=O)N1CCC(N2CCOC2=O)CC1 | 10%[149 µM]
COC[C@@H]1CN(C(=O)Cc2c(F)cccc2Cl)C[C@H]1C(N)=O | 12%
O=c1c2c3c(sc2ncn1-c1ccccc1)CCCC3 | 13%

# The list continues:
compound | KDM5B inh
C[C@H]1[C@@H]2[C@@H](O)C([C@H](C)C(=O)N3CCc4ccccc4C3)CC[C@@]2(C)CC[C@@H]1NC(=O)c1cnccn1 (stereo not given in full) | 5%
COc1cccc(CN2CCCCC23Cc2ccccc2CNC3=O)c1 (stereo not given) | 22%[115 µM]
COc1ccc(Nc2ccc3cc(S(=O)(=O)N4CCCC4)ccc3n2)cc1Cl | ?
CCN1C(=O)C2(CCN(S(=O)(=O)c3ccc(CC(C)C)cc3)CC2)c2ccccc21 | -3%
O=C1C(=O)c2ccccc2C(O)=C1c1cccc([N+](=O)[O-])c1 | ?
COc1ccc(-c2csc(CCn3nc(C)c4c(C(F)(F)F)cc(=O)[nH]c43)n2)cc1 | -6%
CCc1noc(-c2cccn3c(CNC(=O)Cc4ccc(Cl)cc4)nnc23)n1 | 25µM*
Cc1nc2c3cccnc3nn2c(C)c1CCC(=O)NCc1ccc(Cl)cc1 | i
FC(F)(F)Oc1ccc2c(c1)NC(c1ccncc1)=NC(c1cccs1)=N2 | -24%
CCOCCCNC(=O)C1CCN(c2nc3ccc(C)cc3[nH]2)CC1 | -10%
Cc1nc(CCNC(=O)C2CCC2)no1 | 16%
CNc1ccnc(N2CCC(C(=O)O)(n3cnc4ccccc43)CC2)n1 | -2%
O=C1CN(C(=O)c2cccc(Br)c2)C(c2ccccc2)c2cc(Cl)ccc2N1 (stereo not given) | -7%
C[C@@H]1C(=O)O[C@H]2[C@H]1CC[C@@]1(C)Cc3sc(NC(=O)c4ccncc4)nc3[C@@H](C)[C@H]21 | ?
Cc1ccc2c(C(=O)N3CCCC(C#N)C3)cc(-c3cnn(C(C)C)c3)nc2c1 (stereo not given) | 28µM*
COCCn1ncc(N2CCC(C(=O)Nc3cc(OC)cc(OC)c3)C2)cc1=O (stereo not given) | 35%
COC(=O)[C@H](CC(C)C)NC(=O)N1CCC(C)CC1 | 11%
CC(=O)N1CCC2(CC1)CN(C(=O)c1c[nH]c3ccccc13)Cc1ccccc1O2 | -4%[115 µM]
COc1ccc(N2C(=O)CCC2(C)C(=O)NC2CCCC2)c(OC)c1 (stereo not given) | 4%
CC1CCN(S(=O)(=O)N2CCC(C(=O)N3CCC(Cc4nncn4CC4CC4)CC3)CC2)CC1 | -7%
CS(=O)(=O)c1ccc(OC[C@H]2C[C@@H](NC(=O)c3cnccn3)[C@H](O)[C@@H]2O)cc1 | -19%
Cc1ccc(Nc2nnc(-c3ccc(C)c(S(=O)(=O)NC(C)(C)CO)c3)c3ccccc23)c(C)c1 | ?
Cn1c(=O)n(C)c2cc(Sc3ccccc3Cl)c(NC(=O)C3CC3)cc21 | -15%
CCc1cccc(NC(=O)Cn2nc(C)c3sc4ccccc4c3c2=O)c1 | -4%
CCc1ccc(CNC(=O)C(C)n2ccc3cc(S(=O)(=O)N4CCCCCC4)ccc32)cc1 (stereo not given) | -21%
Cn1c(Cn2cccn2)nnc1C1CC(Nc2ncnc3ccsc23)C1 (stereo not given) | 14%
Cc1cc(C[C@@H]2COC[C@@H]2NC(=O)c2ccc3nc(C)sc3c2)on1 | 36%[activator]
CCNC(=O)N1CCC(C2CCN(C(C)=O)CC2)C1 (stereo not given) | 7%
Cc1ccc(-c2cc(C(=O)Nc3cccnc3)[nH]n2)c(O)c1C | 11%
Cn1c(=O)c2c(-c3ccccc3Br)[nH]cc2n(C)c1=O | -26%
Fc1ccc(N2CCCN(CC3[C@H]4CNC[C@@H]34)CC2)cc1 (stereo not given in full) | -4%
CCCC1N=C2c3ccccc3N=C(SCC(=O)Nc3ccccc3)N2C1=O (stereo not given) | -32%
Cc1cccc(N2Cc3c(NC4CCCC4)ncnc3N(C)CC2=O)c1 | ?
COC(=O)c1cc(C)nc2c1c(=O)nc(SCc1c(C)cc(C)cc1C)n2C1CC1 | ?
COCCN1C(=O)[C@H]2CN(Cc3cccc(C(F)(F)F)c3)C[C@H]2C1=O | 17%
COCCn1c(C)c(C)c(S(=O)(=O)c2ccc(F)cc2)c1NC(=O)c1cccs1 | -3%
Cc1ccc(C)c(CN2CCC(CNC(=O)Nc3ccc(Br)cc3F)CC2)c1 | -28%
CCOc1ccc(NCc2cccn2-c2nnc(N3CCC(C(=O)NC4CC4)CC3)s2)cc1 | 1%
O=C(Nc1cccc(Cl)c1)N(Cc1cccc(O)c1)C1CCC(O)CC1 (stereo not given) | 10%
CC[C@H](C(=O)N1CCC2(CC1)Nc1ccccc1NC2=O)c1ccccc1 | 22%

# Structures above marked active in KDM5B inh.
compound | KDM5B inh
CCO[C@H]1C[C@@H](O)C12CCN(C(=O)c1cc3nc(C)cc(C)n3n1)CC2 | 28µM*
CCc1noc(-c2cccn3c(CNC(=O)Cc4ccc(Cl)cc4)nnc23)n1 | 25µM*
Cc1ccc2c(C(=O)N3CCCC(C#N)C3)cc(-c3cnn(C(C)C)c3)nc2c1 (stereo not given) | 28µM*

# New compounds follow.
compound | KDM5B inh
CC1(C(=O)NC2CC2)CCc2cnc(Nc3ccccc3)nc21 (stereo not given) | -17%[86.2 µM]
CC(Nc1ccc2oc(C(C)(C)C)nc2c1)C(=O)N1CCNC1=O (stereo not given) | 9%
CN(C)CCCN(C(=O)c1cccc(N2C(=O)CCC2=O)c1)c1nc2cc3c(cc2s1)OCO3 | -4%
Cc1cc(CN2CCC(N3CCC(C(=O)NC4CC4)CC3)CC2)cc(C)c1O | 9%

# A few values from above.
# Under KDM5B inh, CC1(C(=O)NC2CC2)CCc2cnc(Nc3ccccc3)nc21 (stereo not given) has the entry -17%[86.2 µM]
# Under KDM5B inh, CN(C)CCCN(C(=O)c1cccc(N2C(=O)CCC2=O)c1)c1nc2cc3c(cc2s1)OCO3 has the entry -4%
# Under KDM5B inh, CC(Nc1ccc2oc(C(C)(C)C)nc2c1)C(=O)N1CCNC1=O (stereo not given) has the entry 9%
